# EPAC2 antag – antagonists of human EPAC2 | actives 0.18% (n = 360,000) | AID 720708 | Q8WZA2 | EPAC2 GEF exchange of Rap1B-BODIPY-GDP, fluorescence | Potency, µM (series often up to 114 µM), for the others: top-dose activity, negative = inhibition, most hits filed as inhibitors; note: % is set by controls: 0 for no effect and ±100 for the full control effect; nearly all actives have a fitted effect of over 45% in size; many of its hits are not listed in these tables
# Target sequence (Q8WZA2 whole entry, looked up): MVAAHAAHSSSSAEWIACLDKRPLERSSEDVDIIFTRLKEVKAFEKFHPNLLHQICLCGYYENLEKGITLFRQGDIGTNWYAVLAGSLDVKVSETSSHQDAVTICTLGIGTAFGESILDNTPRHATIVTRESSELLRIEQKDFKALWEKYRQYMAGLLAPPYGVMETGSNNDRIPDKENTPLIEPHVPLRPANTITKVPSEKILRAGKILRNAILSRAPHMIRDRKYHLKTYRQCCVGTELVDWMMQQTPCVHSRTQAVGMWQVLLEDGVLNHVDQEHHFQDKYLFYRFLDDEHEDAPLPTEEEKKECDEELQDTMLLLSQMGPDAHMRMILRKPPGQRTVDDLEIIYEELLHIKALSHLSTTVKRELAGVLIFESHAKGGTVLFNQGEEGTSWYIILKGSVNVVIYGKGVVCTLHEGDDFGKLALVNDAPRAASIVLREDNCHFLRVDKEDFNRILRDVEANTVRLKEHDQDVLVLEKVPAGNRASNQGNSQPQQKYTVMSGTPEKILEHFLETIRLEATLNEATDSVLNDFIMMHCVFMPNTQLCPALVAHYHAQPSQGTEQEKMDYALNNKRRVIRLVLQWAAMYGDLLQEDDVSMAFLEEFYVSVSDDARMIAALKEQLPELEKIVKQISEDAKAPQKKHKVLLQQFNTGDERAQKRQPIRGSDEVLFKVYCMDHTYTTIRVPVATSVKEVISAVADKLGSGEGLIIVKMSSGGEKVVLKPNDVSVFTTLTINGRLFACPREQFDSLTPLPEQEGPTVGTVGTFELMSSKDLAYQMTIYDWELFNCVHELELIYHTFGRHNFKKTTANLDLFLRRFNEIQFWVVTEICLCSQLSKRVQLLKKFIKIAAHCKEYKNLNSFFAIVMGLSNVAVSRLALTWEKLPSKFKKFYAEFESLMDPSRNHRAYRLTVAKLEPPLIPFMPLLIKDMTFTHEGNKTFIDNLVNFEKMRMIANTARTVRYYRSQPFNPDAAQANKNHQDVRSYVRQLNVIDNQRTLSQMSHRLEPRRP
# Nrf2 ARE act – activates Nrf2 signaling | AREc32 ARE-luciferase reporter (MCF7-derived line), luminescence, 24 h | Potency, µM (series often up to 46.1 µM), inactives show at the top dose activation, usual class: activators | actives 0.31% (n = 410,000); note: % of control where 0% means no effect; nearly all actives have a fitted effect of over 65% in size
#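 For detection, Steady-Glo was added and plates sat 30 min at RT; before that, AREc32_Fluc cells grown overnight in OPTI-MEM/5% FBS had been treated with 23 nL compound for 24 hr at 37 deg C.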
# HepG2 viability – kills HepG2 cells in TGF-b inhibitor counter-screen; HepG2 CAGA-GFP viability, ATP luminescence, 18 h; Potency, µM (doses to about 46.1 µM), for inactives: top-dose activity change, negative = cytotoxicity, most hits filed as cytotoxic; actives 0.76% (n = 410,000); note: some results filed as inactive show a strong effect at the top dose
#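 CellTiter-Glo luminescence gave cytotoxicity after 18 hours at 37 degrees C. The cells were HepG2 CAGA-GFP in 1% FBS DMEM, stimulated with 500 pg/mL TGF-beta after compound addition. %Activity was normalised to no-cell wells (complete cell-killing) and DMSO (no toxicity), and curves were fitted and classified.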
# A549 tox – counter-screen for Nrf2 inhibitors: cytotoxicity in A549 cells; A549 ARE-Fluc cells, CellTiter-Fluor viability, 18-24 h; Potency, µM (doses to about 46 µM), for the others: at the highest dose activity change, negative = cytotoxicity, most hits filed as inhibitors; actives 0.16% (n = 390,000); AID 504648; note: % is set by controls: 0 for no effect and ±100 for the full control effect
#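 A549 ARE-Fluc cells in 5% FBS OPTI-MEM, 5000 cells/well, rested 2 h then exposed to compounds in concentration-response for 18-24 h at 37 °C. Viability by CellTiter-Fluor fluorescence (Ex 405/Em 525) after 30 min; luciferase luminescence (BugLite, 15 min, RT) read afterwards.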
# ATXN2 expr inh – reduces ATXN2 reporter expression in HEK-293 cells; actives 0.72% (n = 360,000); AID 1745845; Potency, µM (doses to about 57 µM), without a hit: at the top dose activity change, negative = inhibition, actives largely listed as inhibitors; HEK-293 ATXN2-luciferase reporter, luminescence, 24 h; note: % is set by controls: 0 for no effect and ±100 for the full control effect; nearly all actives have a fitted effect of over 55% in size
#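 ATXN2-luciferase reporter cells (luciferase flanked by upstream and downstream ATXN2 gene portions) were treated 24 h at 37 °C with compounds at up to 57 uM. SteadyGlo luminescence gave expression; GF-AFC fluorescence gave viability.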
# Nrf2 inh – Nrf2 pathway inhibition; AID 504444; actives 2.1% (n = 360,000); Potency, µM (doses to about 46 µM), without a hit: at the top dose activity change, negative = inhibition, usual class: inhibitors; A549 ARE-Fluc reporter, luciferase luminescence, 18-24 h; note: % is set by controls: 0 for no effect and ±100 for the full control effect; nearly all actives have a fitted effect of over 60% in size
#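 A549 ARE_Fluc cells, 5000/well, 5% FBS OPTI-MEM; compounds in dose-response, 18-24 h at 37 °C/5% CO2; CellTiter-Fluor viability read (Ex 405/Em 525), then BugLite luciferase luminescence = Nrf2 activity.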
# TGFb inhibitor – inhibitors of TGF-b signaling | HepG2 CAGA-GFP TGF-b/SMAD3 reporter, GFP fluorescence, 18 h; TGF-beta stimulated, 500 pg/mL final | actives 1.2% (n = 410,000) | Potency, µM (doses to about 46.1 µM), inactives show at the top dose activity, negative = inhibition, hits mostly inhibitors | AID 588855; note: % is set by controls: 0 for no effect and ±100 for the full control effect; nearly all actives have a fitted effect of over 65% in size
#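 Smad-responsive CAGA-GFP expression was quantified in HEPG2 cells exposed to compounds and 500 pg/mL final TGF-beta for 18 h at 37 degrees C; unstimulated wells defined full inhibition.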
# MCF10A rerep – DNA re-replication induction in MCF 10a cells | MCF 10A DNA re-replication, Hoechst nuclear intensity, 48 h | Potency, µM (titrated, usually from 46.1 µM), for inactives: at the highest dose activity, positive = re-replication, hits mostly activators | actives 2.9% (n = 350,000); note: % of control where 0% means no effect; nearly all actives have a fitted effect of over 50% in size
# ATXN viability – reduces viability in counter-screen for ATXN expression inhibitors; S2 cells (HEK-293 line with an ATXN2-luciferase reporter) viability, CellTiter-Fluor protease fluorescence, 24 h; Potency, µM (highest dose often 56.7 µM), usual class: cytotoxic; actives 0.49% (n = 400,000); AID 651635; note: nearly all actives have a fitted effect of over 40% in size
# Starred values were filed as active, the others as inactive; i = inactive; ? = inconclusive; nt = no result given; & = joins results of further samples; [ ] = another dose, or the depositor's remark. Calls come from the whole dose curve; as a rule, active = well fitted curve in the direction sought with a large enough effect; inconclusive = small, poorly fitted or top-dose-only effect, or another doubt; inactive = no such curve, though single readings can be large; an effect the other way counts as inactive or inconclusive. Potency is the fitted concentration of half-maximal effect. Only part of the results is shown, so the mix of outcomes need not match the whole.
SMILES,EPAC2 antag,Nrf2 ARE act,HepG2 viability,A549 tox,ATXN2 expr inh,Nrf2 inh,TGFb inhibitor,MCF10A rerep,ATXN viability
COCCN(C(=O)c1ccco1)c1nnc(-c2ccc(OC)c(OC)c2)s1,-3.9%,-0.2%,-1.3%,-17.8%,1.0%,0.5%,3.5%,-2.5%,i
CCOC(=O)c1sc(N/N=C/c2ccccc2)nc1C,3.7%,3.7%,-49.6%,1.4%,48.6%[activator],-6.4%,?,?,?
COc1ccc(CC(=O)NC2CC(=O)N(c3ccc(C)c(C)c3)C2)cc1OC (configuration not stated),nt,1.2%,-12.7%,7.6%,nt,nt,-1.4%,nt,nt
Cc1nc(-c2ccc(Cl)cc2)sc1CCNC(=O)c1cccs1,nt,10.7%,-26.9%,-2.8%,?,nt,?,nt,?
CCn1c(SCC(=O)NCCc2ccccc2)nc2c(c1=O)SC(C)C2 (configuration not stated),-3.3%,0.5%,-48.6%,-6.9%,4.3%,?,-22.9%,-1.3%,i
O=C(O)CCC(=O)Nc1ccccc1C(=O)NC1CCCCC1,-1.5%,0.1%,5.4%,-2.7%,-13.6%,nt,1.5%,7.0%,i
O=C(c1ccccc1)n1ccc(-c2cnc(-c3ccccc3)s2)n1,1.9%,3.5%,-7.6%,-11.1%,8.3%,?,5.3%,2.1%,i
CC(C)Cc1nnc(NC(=O)CN2C(=O)C3CCCCC3C2=O)s1 (configuration not stated),-1.1%,0.3%,16.7%,-8.3%,-7.2%,0.5%,9.8%,-1.8%,i
CSCCNC(=O)c1ccc(C(C)(C)C)cc1,1.1%,-0.4%,2.1%,-0.4%,35.8%[activator],?,9.6%,-7.8%,i
O=[N+]([O-])c1ccccc1/C=C/C=N/N1CCCCC1,14.6%,15.2%,-26.0%,-6.0%,34.1%,?,4.4%,-11.4%,i
O=C(Nc1cccc(Oc2ccccc2)c1)C1Cc2c(-c3cccc(F)c3)ccnc2O1 (configuration not stated),7.2%,-1.2%[9.22 µM],0.6%,nt,-2.6%,nt,10.0%,nt,i
O=c1c2ccccc2n2c(-c3ccccc3F)nnc2n1CCc1ccccc1,nt,10.2%,-25.1%,9.6%,9.9%,1.2%,-21.3%,nt,i
CNC(=S)NNC(=O)COc1cccc(C)c1C,-1.5%,-0.1%,-2.9%,0.6%,1.7%,-8.4%,2.0%,-2.2%,i
Cc1cc2c(cc1S(=O)(=O)NCc1ccccc1Cl)OCC(=O)N2,nt,0.7%,3.3%,0.3%,7.2%,5.4%,16.4%,nt,i
O=C(CS(=O)(=O)Cc1ccccc1)Nc1ncccn1,5.8%,-0.3%,6.7%,7.9%,1.1%,6.5%,13.7%,14.4%,i
CCOC(Cn1cc(C)c(=O)[nH]c1=O)OCC,9.6%,-0.8%,-3.2%,-10.9%,-2.3%,?,-3.8%,1.8%,i
CCCC(OC(=O)CN1C(=O)COc2ccccc21)C(=O)NC1CCCC1 (configuration not stated),0.4%,0.2%,-7.3%,-0.6%,-0.9%,-28.8%,-14.7%,-13.2%,i
COc1cc(S(=O)(=O)N(C)C)ccc1F,-4.7%,-0.7%,-26.5%,-12.0%,-6.9%,4.0%,8.4%,-3.5%,i
COc1ccc(C2=NOC(C(=O)NCc3cccs3)C2)cc1OC (configuration not stated),-2.5%,-0.2%,1.1%,-18.4%,-11.7%,?,0.0%,1.16µM*,?
CC(=O)c1ccc(N2CCN(C(=O)c3ccc(OCc4c(C)noc4C)cc3)CC2)cc1,-2.4%,0.0%,-24.0%,-9.2%,8.9%,?,-11.5%,21.4%,i
CCOc1ccc(NC(=S)Nc2cc(-c3ccccc3)[nH]n2)cc1,-4.8%,4.0%,-23.3%,1.0%,24.8%,-19.2%,-22.8%,-5.1%,i
O=C(COC(=O)c1cc([N+](=O)[O-])ccc1N1CCOCC1)NCc1ccc(F)cc1,9.8%,0.3%,-1.0%,?,-5.7%,-2.5%,7.6%,?,i
CC(C)n1cc(/C(N)=N/O)c(=O)n(Cc2ccccc2)c1=O,10.5%,-0.2%,1.4%,-2.5%,nt,-24.3%,15.4%,0.6%,i
CCOC(=O)/N=C(/NC(=O)Nc1ccc(C(=O)OCC)cc1)OC,15.1%,0.1%,-0.6%,6.3%,2.5%,14.0%,8.0%,-4.1%,i
CC(=O)c1cccc(NC(=O)c2cccc3ccccc23)c1,5.0%,0.0%,-2.7%,-5.9%,nt,-5.2%,7.9%,1.3%,?
NC(=O)C1CCCCc2c1[nH]c1ccc(Cl)cc21 (configuration not stated),-10.5%,0.2%,-25.0%,-6.4%,10.3%,-28.9%,-10.5%,-8.2%,i
COc1ccc2c(c1)c1ncn(CCN3CCCCC3)c(=O)c1n2C,7.8%,2.7%,9.6%,-5.0%,-3.1%,17.8%,-14.5%,5.0%,?
Cc1ccccc1CC1(CO)CCCN(C(=O)c2cc(Cl)ccc2F)C1 (configuration not stated),-8.9%,-0.4%,15.3%,-9.0%,3.1%[11.3 µM],11.6µM*,4.3%,9.5%,i
CN(C)C(CNC(=O)CCNC(=O)c1ccc(Cl)cc1)c1ccco1 (configuration not stated),6.8%,-0.5%,-2.1%,1.6%,-1.8%,-17.1%,-19.1%,-0.1%,i
COc1ccc(C(=O)NNC(=O)c2cc3cc(OC)ccc3oc2=O)cc1,6.7%,0.3%,11.8%,-14.0%,-4.0%,-15.4%,-0.6%,-3.9%,i

# Quoted at random: 5 compounds from above
SMILES,EPAC2 antag,Nrf2 ARE act,HepG2 viability,A549 tox,ATXN2 expr inh,Nrf2 inh,TGFb inhibitor,MCF10A rerep,ATXN viability
Cc1ccccc1CC1(CO)CCCN(C(=O)c2cc(Cl)ccc2F)C1 (configuration not stated),-8.9%,-0.4%,15.3%,-9.0%,3.1%[11.3 µM],11.6µM*,4.3%,9.5%,i
CC(=O)c1ccc(N2CCN(C(=O)c3ccc(OCc4c(C)noc4C)cc3)CC2)cc1,-2.4%,0.0%,-24.0%,-9.2%,8.9%,?,-11.5%,21.4%,i
CC(=O)c1cccc(NC(=O)c2cccc3ccccc23)c1,5.0%,0.0%,-2.7%,-5.9%,nt,-5.2%,7.9%,1.3%,?
CSCCNC(=O)c1ccc(C(C)(C)C)cc1,1.1%,-0.4%,2.1%,-0.4%,35.8%[activator],?,9.6%,-7.8%,i
CC(C)Cc1nnc(NC(=O)CN2C(=O)C3CCCCC3C2=O)s1 (configuration not stated),-1.1%,0.3%,16.7%,-8.3%,-7.2%,0.5%,9.8%,-1.8%,i

# Next entries:
SMILES,EPAC2 antag,Nrf2 ARE act,HepG2 viability,A549 tox,ATXN2 expr inh,Nrf2 inh,TGFb inhibitor,MCF10A rerep,ATXN viability
Cc1ccc(S(=O)(=O)NC(C)C(c2cccs2)N2CCOCC2)cc1 (configuration not stated),-9.4%,-0.8%,-7.7%,1.4%,-8.1%,-1.7%,-4.1%,14.8%,?
Cc1onc(-c2ccccc2Cl)c1C(=O)N1CCCCC1,-0.8%,-0.2%,-28.4%,2.6%,18.3%,4.9%,4.3%,-1.7%,i
Cc1cccc(-c2noc(C(C)NC(=O)c3ccco3)n2)c1 (configuration not stated),-0.7%,4.9%,12.5%,-4.3%,1.0%,-33.3%,27.1%,-2.4%,i
CC1CCCC(NC(=O)CSc2nncs2)C1C (configuration not stated),-2.3%,0.2%,1.2%,1.4%,nt,24.4%,6.3%,12.8%,i
COc1ccc(NC(=O)CSc2nccn2Cc2ccco2)c(OC)c1,-5.2%,0.2%&2.3%,6.0%&-7.6%,1.2%&3.6%,17.5%,1.1%,-6.2%&-1.5%,-0.3%,i
O=C(NC(Cc1ccccc1)C(=O)O)/C(=C/c1ccccc1)NC(=O)c1ccccc1 (configuration not stated),3.7%,0.1%,-4.8%,1.4%,-21.3%,5.7%,2.4%,-4.1%,i
CC(C)c1ccc(NC(=O)CN2C(=O)CSc3ccc(S(=O)(=O)N4CCCC4)cc32)cc1,nt,4.5%,-13.9%,-4.5%,nt,?,-28.7%,nt,nt
CC(C)Oc1ccc(S(=O)(=O)N2CCOCC2)cc1NC(=O)CC1OC(=O)c2ccccc21 (configuration not stated),-4.6%,2.0%,0.6%,-1.1%,4.4%,1.3%,2.9%,3.1%,i
O=C1CN(C(=O)COC(=O)COc2ccccc2)c2ccccc2N1,-0.2%,0.2%,2.7%,7.2%,nt,0.2%,33.6%[activator],-1.5%,i
Cc1noc(NS(=O)(=O)c2ccc(N/C=C/C(=O)c3ccc4c(c3)OCO4)cc2)c1C,8.4%,2.7%,-10.5%,-18.3%,0.3%,5.3%,1.4%,?,i
COc1ccccc1NC(=O)Cc1cccs1,-4.9%,3.4%,-4.1%,-1.5%,-0.8%,-17.6%,12.8%,?,i
CC(C)c1cnc2c(c1SCC(=O)N1CCCCC1)c(=O)n(C)c(=O)n2C,nt,9.9%,-24.6%,0.6%,nt,nt,-29.4%,nt,nt
COCCCn1c(SC(C)C(=O)Nc2c(C)n(C)n(-c3ccccc3)c2=O)n[nH]c1=O (configuration not stated),8.4%,-0.7%,-0.6%,-2.3%,-5.3%,0.4%,-1.2%,-0.4%,?
O=c1cc(-c2ccc(O)cc2)oc2ccc(O)cc12,4.4%,6.2%,-35.9%,-4.2%,43.5%[activator],-2.2%,-2.2%,12.1%,i
CCOc1ccc(-n2c(=O)c3c(C)c(C)sc3n(CC(=O)N3CCC(C)CC3)c2=O)cc1,nt,-0.5%,-0.3%,-12.3%,1.7%,-3.4%,-0.2%,nt,?
COc1ccc(C(=O)NC(C(=O)NCC(=O)Nc2c(C)cccc2C)C(C)C)cc1 (configuration not stated),4.3%[57.1 µM],-0.5%,11.4%,-2.5%,nt,-5.5%,7.5%,10.6%,i
CN(C)S(=O)(=O)c1ccc(Cl)c(NC(=O)CN2C(=O)NC3(CCc4ccccc43)C2=O)c1 (configuration not stated),-8.1%,-0.5%,-51.0%,0.9%,-4.7%,3.6%,-15.2%,2.5%,i
Oc1ccccc1Nc1nc(NCc2ccccc2)c2ccccc2n1,-9.6%,2.4%,-40.3%,-11.6%,?,-11.4%,11.2µM*,16.4µM*,i
CC(Sc1nnc(Cc2cccs2)n1C1CCCCC1)C(=O)NCc1ccco1 (configuration not stated),1.3%,3.6%,-7.6%,-3.4%,5.1%,5.5%,-11.6%,?,i

# Screening results deposited in PubChem by National Center for Advancing Translational Sciences (NCATS).
